Screening data as filed in PubChem.
PREPL inh: PREPL enzyme inhibitors, primary screen, biochemical, fluorescence polarization; Prolyl endopeptidase-like (Homo sapiens), Q4J6C6; recombinant PREPL, fluorescence polarization activity-based probe; inhibition, % at 5.96 µM; actives 0.68% (n = 320,000); in the data active = inhibition above about 43%;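 note: 0% = enzyme with DMSO and 100% = wells lacking enzyme; many of its hits are not listed in these tables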
TPT1 inh: Candida albicans TPT1 enzyme inhibitors, primary screen, biochemical, fluorescence polarization; tRNA 2'-phosphotransferase TPT1 (Candida albicans SC5314); recombinant caTPT1, FP RNA substrate dephosphorylation; inhibition, % at 5 µM; actives 0.81% (n = 300,000);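 active = inhibition above the mean of all tested compounds plus 3 SD, set per screening campaign, cut at about 24% in these data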;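 note: plate controls were DMSO alone for no effect and ferristatin control at 100 nM for full effect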
PP5 inh: PP5 phosphatase inhibitors, primary screen, biochemical, fluorescence. Serine/threonine-protein phosphatase 5 (Homo sapiens), P53041. purified PP5c, OMFP substrate fluorescence. inhibition, % at 6.7 µM. actives 0.18% (n = 320,000). AID 1987, 2009;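 active = inhibition above the campaign's mean inhibition across all tested compounds plus 3 SD, cut at about 9.5% in these data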;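 note: 0% = DMSO only and 100% = 100 µM cantharidin control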
Target sequence (P53041 whole entry, looked up): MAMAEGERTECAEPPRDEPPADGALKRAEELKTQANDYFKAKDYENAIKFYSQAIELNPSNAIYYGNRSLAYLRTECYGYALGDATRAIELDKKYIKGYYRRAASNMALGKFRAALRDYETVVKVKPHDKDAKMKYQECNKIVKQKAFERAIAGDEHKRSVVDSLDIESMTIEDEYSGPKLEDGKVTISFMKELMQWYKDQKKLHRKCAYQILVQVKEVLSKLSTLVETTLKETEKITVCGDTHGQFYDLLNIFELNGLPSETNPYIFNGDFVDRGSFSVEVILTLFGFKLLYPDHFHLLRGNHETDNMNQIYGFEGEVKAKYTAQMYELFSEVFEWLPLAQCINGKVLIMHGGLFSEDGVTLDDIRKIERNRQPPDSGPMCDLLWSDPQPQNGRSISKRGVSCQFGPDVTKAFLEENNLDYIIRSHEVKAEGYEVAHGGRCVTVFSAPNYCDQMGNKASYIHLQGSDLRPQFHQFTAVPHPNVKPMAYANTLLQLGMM
PP1 counter: PP1-alpha phosphatase inhibitors, primary screen, counter-screen for PP5 inhibitor project, biochemical, fluorescence, OMFP substrate, single point | Serine/threonine-protein phosphatase PP1-alpha catalytic subunit (Homo sapiens), P62136 | purified PP1alpha | actives 0.9% (n = 320,000) | inhibition, % at 6.7 µM;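 active = inhibition above the mean inhibition of all tested compounds plus 3 SD, computed separately for each screening campaign, cut at about 15% in these data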
EBNA-1 inh: EBNA-1 DNA-binding inhibitors, primary screen, biochemical, fluorescence polarization. inhibition, % at 14.8 µM. actives 0.34% (n = 300,000); in the data active = inhibition above about 28%
Efflux pump mplx: inhibitors of Candida efflux pumps in yeast, primary screen, S. cerevisiae, Nile Red, multiplex; inhibition, % at 10 µM; S. cerevisiae Candida pump triplex; actives 0.44% (n = 330,000); AID 485275, 2010;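 active = plate passing quality check with inhibition over a set limit, or well fluorescence over plate mean plus 4 SD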;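 note: Nile Red retained in pooled yeast measured as flow cytometry median fluorescence; 0% = buffer negative control and 100% = Enniatin B positive control; higher means more Nile Red kept so more efflux inhibition; some compounds called inactive have numbers as strong as hits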
ZTA counter: counter-screen for EBNA-1 inhibitors: inhibitors of Epstein-Barr virus ZTA | actives 0.15% (n = 320,000) | inhibition, % at 11 µM | P03206 | ZTA-DNA binding, fluorescence polarization; in the data active = inhibition above about 33%
Target sequence (P03206 whole entry, looked up): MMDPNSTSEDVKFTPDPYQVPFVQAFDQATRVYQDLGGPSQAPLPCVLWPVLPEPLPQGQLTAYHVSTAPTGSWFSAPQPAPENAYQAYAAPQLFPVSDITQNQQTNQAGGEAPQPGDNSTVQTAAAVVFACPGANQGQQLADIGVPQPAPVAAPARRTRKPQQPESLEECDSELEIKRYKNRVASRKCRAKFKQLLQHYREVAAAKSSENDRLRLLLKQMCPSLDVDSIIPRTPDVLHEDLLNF
CTSL1 counter: Fasciola hepatica cathepsin L1 inhibitors, primary screen, counter-screen for PFM18AAP inhibitor project, biochemical, QFRET, fluorogenic peptide substrate; actives 0.49% (n = 300,000); recombinant F. hepatica cathepsin L1, Z-Leu-Arg-MCA fluorescence; inhibition, % at 5.96 µM; AID 1906, 2009;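 active = inhibition above the mean of all tested compounds plus 3 SD, set per screening campaign, cut at about 17% in these data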;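 note: 0% = plate median of test compound wells and 100% = 1 µM Z-Phe-Ala-diazomethylketone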
core dimer inh: inhibitors of HCV core protein dimerization, primary screen, biochemical, TR-FRET, high-throughput; TR-FRET GST/Flag-core106 dimerization, 1536-well; inhibition, % at 5 µM; actives 0.33% (n = 300,000);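 active = inhibition above the mean of all tested compounds plus 3 SD, set per screening campaign, cut at about 45% in these data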
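Assay system – GST-tagged and Flag-tagged HCV core protein residues 1-106 · Quantity – core106 proteins, GST 13.5 nM and Flag 17 nM · Benchmarks – unlabelled core106 and no-GST-core106 wells · Read-out basis – percent inhibition of core106 dimerization signal · Detection – time-resolved FRET, ex 340 nm, em 617 and 671 nm · Schedule – 4 h at 22.5 °C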
* hit, by the source's call; . = no result given. A portion of the library; rates above refer to the full screens.

SMILES	PREPL inh	TPT1 inh	PP5 inh	PP1 counter	EBNA-1 inh	Efflux pump mplx	ZTA counter	CTSL1 counter	core dimer inh
CCCCOCC1CN(c2ccccc2)C(=O)CS1 (centres undefined)	0	-7	1.7	0	4	-0.1	5	1	8
COc1ccccc1N1C(=NC(=O)C2CCCCC2)SC2CS(=O)(=O)CC21 (centres undefined)	-2	1	2.5	0	-8	0.4	-3	-3	-1
Cc1ccc(C(=O)N/C(=C\c2ccc(C)o2)C(=O)O)cc1	-1	5	3.3	-3	-8	0.4	6	1	1
CC(C)C(OC(=O)Cn1nnc2ccccc21)C(=O)NC1CCCC1 (centres undefined)	1	-1	-0.1	-3	-3	0.0	-4	-6	3
O=C1CC(NNC(=O)c2ccccc2)C(=O)N1 (centres undefined)	14	-1	1.1	3	5	0.0	-2	0	-4
COc1ccccc1NC(=O)Nc1nc(CC(=O)N2CCN(c3ccccc3)CC2)cs1	22	-1	6.0	1	-12	0.4	-16	1	5
S=C(Nc1ccccc1Cl)N(Cc1ccccc1)Cc1ccccn1	0	-3	3.1	6	-6	0.1	-10	-2	-1
CC1CC1C(=O)Nc1nc(-c2cccs2)c(-c2cccs2)s1 (centres undefined)	5	2	1.3	-2	2	0.5	5	1	50*
O=C(Nc1ccc(Cl)cc1)OCc1cc(-c2ccccc2Cl)on1	-20	-1	3.3	-1	7	0.1	-11	5	6
CN=C1c2cc3cc(OC)ccc3n2CCN1C	7	-2	1.9	-2	10	-0.1	1	-2	-5
COc1cc(OC)cc(C(=O)NC(=S)Nc2nc(-c3cc4ccccc4o3)cs2)c1	-2	-4	-2.2	2	6	-0.1	-4	1	-1
CCC(CC)C(=O)Nc1c2c(nn1-c1ccc(OC)cc1)CS(=O)(=O)C2	5	2	0.7	2	2	0.0	-8	1	3
CCCCn1nc2cc(C(=O)NCCc3cccs3)ccc2c1OCC	7	-1	-1.3	-2	8	0.0	22	2	6
Cc1ccc2nccc(C(=O)N3CCCC(Nc4ccc(F)cc4)C3)c2c1 (centres undefined)	6	-2	1.9	0	-5	-0.1	-9	-3	-6
O=C(O)C1C2CCC(O2)C1C(=O)NCc1ccccc1Br (centres undefined)	-7	-4	34*	17*	0	-0.1	8	-1	-6
CCCCC(=O)N(Cc1ccc(-c2ccccc2-c2nn[nH]n2)cc1)[C@H](C(=O)O)C(C)C	12	0	3.0	-4	-1	0.1	19	1	0
CC1CCCC(C)N1c1nnc(NC(=O)c2cc(-c3ccc(Br)cc3)on2)s1 (centres undefined)	-3	1	-1.2	1	0	0.1	0	-5	22
O=C(NCc1cccnc1)c1cccnc1-c1nc2ccccc2s1	13	-3	1.0	0	8	-0.1	-13	-1	-9
O=C(Cc1cccs1)NCc1ccccc1F	2	-2	0.3	-10	-6	0.1	-7	-2	1
Cn1nc(C(=O)Nc2ccc(S(=O)(=O)N3CCCC3)cc2)ccc1=O	7	-3	0.1	-5	9	0.0	13	2	3
O=C(COC(=O)c1ccc(F)cc1F)Nc1ncccn1	3	-7	0.4	-4	-12	0.1	-4	-12	12
Oc1cccc2c(NC(=S)Nc3ccc(OC(F)F)cc3)cccc12	6	-5	3.8	5	0	-0.2	-7	-3	5
CC(C)(Oc1ccc(Cl)cc1)C(=O)N1CCN(C(=O)c2ccco2)CC1	-19	2	-0.3	-1	9	-0.2	5	0	5
CC(C)(C)CC(=O)NC(=S)N1CCCCCC1	6	-2	-1.8	-3	-3	-0.1	-1	2	2
CCC(C)(C)NC(=O)C(c1ccccc1F)N(Cc1ccco1)C(=O)Cn1nnc2ccccc21 (centres undefined)	3	-2	3.0	-1	1	0.0	-2	-4	0
Cc1ccc(CNC(=O)CN2C(=O)C3(OCCCO3)c3ccccc32)cc1	10	-2	1.2	-1	7	-0.4	1	-2	0
CCN(CC)CCN(CC(=O)N(C1CCCCC1)C1CCCCC1)C(=O)c1cccnc1	22	-3	3.0	-3	5	-0.1	0	-1	-1
Cn1cccc1C(=O)OCc1cc(-c2ccco2)on1	6	.	3.4	-4	.	0.1	9	.	.
O=C1CC[C@H](O)CCN1CCSc1ccc(Br)cc1	11	.	2.9	4	.	-0.2	-6	.	.
CCC1Sc2ccc(S(=O)(=O)CCC(=O)NCc3cccs3)cc2NC1=O (centres undefined)	-5	-2	0.3	0	5	-0.2	2	-2	2
CCN(C(=O)CCS(=O)(=O)c1ccc(Br)cc1)c1ccc2c(c1)OCO2	14	-12	2.8	-2	-8	0.1	2	-3	-4
Cc1cccnc1NC(=S)NC(=O)/C=C/c1ccccc1	10	0	1.6	2	-1	0.3	-2	-1	2
O=C(CSc1c[nH]c2ccccc12)N1CCOCC1	-4	-4	-1.4	-3	-1	-0.1	1	-2	-2
CC(C)NC(=O)CSc1nnc(COc2ccccc2Cl)o1	6	-4	1.3	-4	5	0.1	-4	-5	7
CCC1CCCCN1S(=O)(=O)Cc1ccccc1Cl (centres undefined)	-5	-5	2.5	-1	6	0.0	5	-2	9
CCOC(=O)c1ccc(NC(=O)CNC(=O)c2ccco2)cc1	-13	0	1.8	-3	-5	0.2	7	0	-10
CCC(Sc1nc(-c2ccccc2)c(-c2ccccc2)[nH]1)C(=O)O (centres undefined)	1	0	1.2	0	7	0.0	6	5	8
O=C(COc1ccc2c(c1)CCC2)NCc1ccc(Cl)cc1	-30	-2	5.9	0	4	-0.2	-15	-5	-3
COC(C(=O)Nc1cccc(F)c1)c1ccccc1 (centres undefined)	0	2	0.2	-4	-9	0.1	-2	0	0
Cc1cccc(CCNS(=O)(=O)c2ccc(S(=O)(=O)NC3CCCC3)cc2)c1	-22	-1	5.8	6	-3	0.0	12	0	3

A different layout for part of the listing above.
Structure,PREPL inh,TPT1 inh,PP5 inh,PP1 counter,EBNA-1 inh,Efflux pump mplx,ZTA counter,CTSL1 counter,core dimer inh
CCN(CC)CCN(CC(=O)N(C1CCCCC1)C1CCCCC1)C(=O)c1cccnc1,22,-3,3.0,-3,5,-0.1,0,-1,-1
Cn1cccc1C(=O)OCc1cc(-c2ccco2)on1,6,.,3.4,-4,.,0.1,9,.,.
O=C1CC[C@H](O)CCN1CCSc1ccc(Br)cc1,11,.,2.9,4,.,-0.2,-6,.,.
CCC1Sc2ccc(S(=O)(=O)CCC(=O)NCc3cccs3)cc2NC1=O (centres undefined),-5,-2,0.3,0,5,-0.2,2,-2,2
CCN(C(=O)CCS(=O)(=O)c1ccc(Br)cc1)c1ccc2c(c1)OCO2,14,-12,2.8,-2,-8,0.1,2,-3,-4
Cc1cccnc1NC(=S)NC(=O)/C=C/c1ccccc1,10,0,1.6,2,-1,0.3,-2,-1,2
O=C(CSc1c[nH]c2ccccc12)N1CCOCC1,-4,-4,-1.4,-3,-1,-0.1,1,-2,-2
CC(C)NC(=O)CSc1nnc(COc2ccccc2Cl)o1,6,-4,1.3,-4,5,0.1,-4,-5,7
CCC1CCCCN1S(=O)(=O)Cc1ccccc1Cl (centres undefined),-5,-5,2.5,-1,6,0.0,5,-2,9
CCOC(=O)c1ccc(NC(=O)CNC(=O)c2ccco2)cc1,-13,0,1.8,-3,-5,0.2,7,0,-10
CCC(Sc1nc(-c2ccccc2)c(-c2ccccc2)[nH]1)C(=O)O (centres undefined),1,0,1.2,0,7,0.0,6,5,8
O=C(COc1ccc2c(c1)CCC2)NCc1ccc(Cl)cc1,-30,-2,5.9,0,4,-0.2,-15,-5,-3

Carrying on.
SMILES	PREPL inh	TPT1 inh	PP5 inh	PP1 counter	EBNA-1 inh	Efflux pump mplx	ZTA counter	CTSL1 counter	core dimer inh
COC(=O)C(CCCN1C(=O)c2ccccc2C1=O)(NC(C)=O)c1nnn(C)n1 (centres undefined)	-7	-3	-0.6	-1	12	-0.1	9	3	8
CCN(CC)C(=O)c1ccccc1NS(=O)(=O)c1ccc(OC)c(C(=O)N2CCOCC2)c1	-1	-2	-0.7	-2	7	0.1	-8	2	-3
Cc1ccc(OCCNC(=O)c2ccc(NC(=O)CC3SC(N4CCCC4)=NC3=O)cc2)cc1 (centres undefined)	-27	-1	1.8	-6	0	-0.1	-15	-3	-8
CCOc1ccc2nc(NC(=O)C(NS(=O)(=O)c3cccc4nsnc34)C(C)C)sc2c1 (centres undefined)	-11	-1	0.5	3	4	-0.3	4	3	11
O=C(NC1CCCC1)C1c2ccccc2C(=O)N1CCCN1CCOCC1 (centres undefined)	-3	-2	-1.5	-3	4	-0.1	-4	3	-2
O=C1CCCN1CCC1CCN(C2CC(=O)N(c3ccc(Cl)cc3)C2=O)CC1 (centres undefined)	7	2	1.1	-3	4	-0.1	11	8	-1
CCC(C)NC(=S)NNC(=O)c1ccncc1 (centres undefined)	4	1	-2.1	-3	4	-0.3	-17	20*	2
O=C(Nc1ccccc1Br)C(=O)N1CCCC1	-3	-2	-1.9	-3	-7	-0.1	-7	-4	-6
O=C(CCNc1n[nH]c(=O)[nH]c1=O)N/N=C/c1ccccc1Br	6	0	-0.6	1	-1	-0.1	7	5	-1
COc1cccc(/C=C2\N=C(c3c(-c4ccccc4)noc3C)OC2=O)c1	-4	-3	-1.5	-3	11	0.0	6	0	12
COc1ccccc1-c1ccc(=O)n(CC(=O)NCc2cccs2)n1	-2	0	2.4	-3	-12	0.2	-6	-2	1
O=C(COc1ccc(S(=O)(=O)Nc2ccccc2)cc1)NCc1ccncc1	0	1	3.5	2	3	-0.1	13	1	7
CCCCc1ccc(NC(=S)NCc2ccc(OC)cc2)cc1	9	0	3.4	1	-14	0.1	15	4	6
COc1ccccc1S(=O)(=O)NCc1ccc(C(=O)NC2CCC(O)CC2)cc1 (centres undefined)	13	.	4.5	1	.	0.0	-5	.	.
CC1CN(S(=O)(=O)c2cccc(C(=O)NCCC3=CCCCC3)c2)CC(C)O1 (centres undefined)	-1	1	0.3	-3	-5	-0.1	4	1	0
CC(=O)Nc1c(O)nc(SCC(=O)Nc2cccc(C)c2)[nH]c1=O	-5	3	-0.4	-3	-2	0.1	-2	-1	1
Cc1ccc(C)c2[nH]c(=O)c(CCNC(=O)c3ccc(S(=O)(=O)N4CCOCC4)cc3)cc12	-3	-4	0.7	-4	-10	-0.2	-27	-1	-14
O=C(CCNS(=O)(=O)c1ccccc1)N1CCC(Cc2ccccc2)CC1	17	2	3.6	2	2	0.0	19	-1	14
